# ROC1-CUL1 inh: inhibitors of human ROC1-CUL1 ubiquitin ligase activity | inhibition, % at 10 µM | in vitro K48 di-Ub FRET, acceptor:donor ratio, 45 min | 140,000 compounds, 0.6% hits | E3 ubiquitin-protein ligase RBX1 (Homo sapiens) + Cullin-1 (Homo sapiens), P62877+Q13616 | AID 1347404, 2020; in the data active = inhibition above about 25%
# Target sequence (P62877 whole entry, looked up): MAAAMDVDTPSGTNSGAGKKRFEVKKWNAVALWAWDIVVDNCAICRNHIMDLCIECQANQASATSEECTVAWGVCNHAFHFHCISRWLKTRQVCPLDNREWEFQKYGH
# Target sequence (Q13616 whole entry, looked up): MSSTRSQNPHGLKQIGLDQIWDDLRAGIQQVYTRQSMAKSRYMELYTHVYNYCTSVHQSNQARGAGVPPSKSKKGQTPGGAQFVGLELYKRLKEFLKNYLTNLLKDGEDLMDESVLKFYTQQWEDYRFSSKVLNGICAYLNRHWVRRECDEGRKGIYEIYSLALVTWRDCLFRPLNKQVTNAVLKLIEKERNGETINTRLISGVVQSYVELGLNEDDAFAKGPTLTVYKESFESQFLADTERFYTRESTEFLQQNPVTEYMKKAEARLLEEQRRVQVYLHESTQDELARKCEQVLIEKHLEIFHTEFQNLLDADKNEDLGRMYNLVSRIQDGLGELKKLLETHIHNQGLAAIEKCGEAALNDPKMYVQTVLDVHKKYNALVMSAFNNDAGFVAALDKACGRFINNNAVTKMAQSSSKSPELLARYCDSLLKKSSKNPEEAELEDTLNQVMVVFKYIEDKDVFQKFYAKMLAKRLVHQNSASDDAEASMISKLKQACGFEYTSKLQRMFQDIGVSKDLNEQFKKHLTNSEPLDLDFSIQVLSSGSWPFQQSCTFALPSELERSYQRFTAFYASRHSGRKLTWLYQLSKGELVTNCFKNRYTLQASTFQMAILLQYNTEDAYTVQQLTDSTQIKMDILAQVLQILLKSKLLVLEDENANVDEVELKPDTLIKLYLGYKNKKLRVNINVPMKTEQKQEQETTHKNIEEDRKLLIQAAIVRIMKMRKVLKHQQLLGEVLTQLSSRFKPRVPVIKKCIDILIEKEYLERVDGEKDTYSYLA
# Active calls of the source: *. This is a subset. The share of hits here may be higher or lower than overall.
# Start of the listing, in advance, 15 compounds:
SMILES,ROC1-CUL1 inh
COCC(=O)Nc1cc(C(=O)N(C)Cc2ccco2)cc2ncn(CCc3ccccc3)c12,1.8
COc1cccc(-c2nc(CS(=O)(=O)CC(=O)Nc3c(C)cc(C)cc3C)c(C)o2)c1,2.7
CCCCc1ccc(O)c(C#N)c1,-4.1
Cc1nn(C)c(C)c1CN(C)C(=O)c1ccc([N+](=O)[O-])cc1Cl,1.7
COc1ccc(Cl)cc1NC(=O)Cc1coc2ccc3ccccc3c12,2.8
CN(C)N=CC1C(=O)N(C)c2ccccc21 (stereo not drawn),-2.8
COc1ccc(-c2cc(-c3ccccc3)c3c(N)c(C(=O)Nc4ccc(C)c(Cl)c4)sc3n2)cc1,-6.6
Cc1cccc(Cn2c(=O)n(-c3ccc(Cl)c(Cl)c3)c(=O)c3c(C)c(C)sc32)c1,0.6
Cc1ccccc1CC(=O)N1CCN(S(=O)(=O)c2ccccc2)CC1,5.8
CCOc1ccccc1N(C)C(=O)C1CCCN(c2ncnc3onc(-c4ccc(F)cc4)c23)C1 (stereo not drawn),9.0
COc1ccc(C(=O)Nc2cccc(-c3nc4cccnc4s3)c2C)c(OC)c1,-4.6
CCCCC(=O)NC(Nc1nc2ccc(C(=O)OCC)cc2s1)(C(=O)OCC)C(F)(F)F (stereo not drawn),-7.1
CC(C)(CO)CNC(=O)CCc1nnc(CCCc2ccccc2)o1,-4.7
O=C(NCCSCc1ccccc1Cl)c1ccc(Br)cc1,-2.6
O=C1c2ccccc2CCC1[n+]1ccccc1 (stereo not drawn),7.0

# Results, from the first entry:
SMILES,ROC1-CUL1 inh
COCC(=O)Nc1cc(C(=O)N(C)Cc2ccco2)cc2ncn(CCc3ccccc3)c12,1.8
COc1cccc(-c2nc(CS(=O)(=O)CC(=O)Nc3c(C)cc(C)cc3C)c(C)o2)c1,2.7
CCCCc1ccc(O)c(C#N)c1,-4.1
Cc1nn(C)c(C)c1CN(C)C(=O)c1ccc([N+](=O)[O-])cc1Cl,1.7
COc1ccc(Cl)cc1NC(=O)Cc1coc2ccc3ccccc3c12,2.8
CN(C)N=CC1C(=O)N(C)c2ccccc21 (stereo not drawn),-2.8
COc1ccc(-c2cc(-c3ccccc3)c3c(N)c(C(=O)Nc4ccc(C)c(Cl)c4)sc3n2)cc1,-6.6
Cc1cccc(Cn2c(=O)n(-c3ccc(Cl)c(Cl)c3)c(=O)c3c(C)c(C)sc32)c1,0.6
Cc1ccccc1CC(=O)N1CCN(S(=O)(=O)c2ccccc2)CC1,5.8
CCOc1ccccc1N(C)C(=O)C1CCCN(c2ncnc3onc(-c4ccc(F)cc4)c23)C1 (stereo not drawn),9.0
COc1ccc(C(=O)Nc2cccc(-c3nc4cccnc4s3)c2C)c(OC)c1,-4.6
CCCCC(=O)NC(Nc1nc2ccc(C(=O)OCC)cc2s1)(C(=O)OCC)C(F)(F)F (stereo not drawn),-7.1
CC(C)(CO)CNC(=O)CCc1nnc(CCCc2ccccc2)o1,-4.7
O=C(NCCSCc1ccccc1Cl)c1ccc(Br)cc1,-2.6
O=C1c2ccccc2CCC1[n+]1ccccc1 (stereo not drawn),7.0
CCc1ccc(NC(=O)c2ccc3c(c2)NC(=O)C(S(=O)(=O)c2ccccc2)C3=O)cc1 (stereo not drawn),-5.2
Cc1cc(-c2cc(C)c([N+](=O)[O-])s2)sc1[N+](=O)[O-],4.4
C=CCN1C(=O)/C(=C/c2ccccc2)SC1=NS(=O)(=O)c1ccccc1,11.4
Cc1cccc(N2CCN(C(=O)c3cccs3)CC2)c1C,-2.3
Cn1c(=O)c2c(nc(Oc3ccccc3Cl)n2Cc2ccc(C#N)cc2)n(C)c1=O,-3.7
O=C(O)c1ccc(N=CC2C(=O)NC(=O)N(c3ccccc3)C2=O)cc1O (stereo not drawn),3.9
CC(C)(C)NC(=O)CCSc1ccc(Cl)cc1,-2.5
Cc1ccc(C(C)C)c(OCC(=O)Nc2nc(C)cc(C)n2)c1,1.6
CC(=O)c1ccc(NC(=O)CCCSc2nc(-c3ccco3)cc(C(F)(F)F)n2)cc1,-4.3
CCc1ccc2oc(-c3ccc(NC(=O)c4cc(OC)c(OC)c(OC)c4)cc3)nc2c1,2.7
Cc1ccc(NC(=S)Nc2ccc3nsnc3c2)cc1,66.0*
Cc1ccc(N=C2C(=Nc3ccc(C)cc3)N(c3ccccc3)CCCN2c2ccccc2)cc1,-2.5
COc1cccc(OCCc2c(C)n[nH]c2C)c1,2.3
O=C(c1ccccc1F)N1CCC(c2nc3c(nnn3Cc3cccc(F)c3)c(=O)[nH]2)CC1,-12.4
Cc1ccc2c(C)nc(Nc3nc(-c4ccccc4C)cc(=O)[nH]3)nc2c1,4.2
CCN1C(=O)c2ccccc2Sc2ccc(NC(=O)N3CCN(c4cc(C)ccc4C)CC3)cc21,-1.5
COC(=O)c1cc2sc(C)cc2n1Cc1nc(-c2cccc(Br)c2)oc1C,-5.4
CCNc1nc(NCc2ccc(F)cc2)c2cnn(C)c2n1,-2.6
Cc1nccc(Sc2cccc(C(F)(F)F)c2)c1O,0.6
Cc1nn(C(=O)N2CCOCC2)c(C)c1Cl,3.0
CCC1=NN2C(=N)/C(=C/c3ccc(OC)cc3)C(=O)N=C2S1,11.4
CCOc1ccc(CNC(=O)c2cc(-c3ccc(Cl)s3)nc3ccccc23)cc1,1.0
Cc1nn(-c2ccccc2)c2c1N(CC(=O)NCc1ccc(N(C)C)cc1)C(=O)CS2,-1.2
COc1ccc(C2=C(N3CCN(c4cc(C)ccc4C)CC3)c3ccccc3C2=O)cc1,-2.6
COC(=O)C1C(C)=NC(=O)N(C(C)=O)C1c1cccc(Oc2ccccc2)c1 (stereo not drawn),1.7
O=C1N(CC2CCCCC2)CCCC12CCN(C1CCSCC1)C2 (stereo not drawn),-4.0
COc1ccc(C2Nc3nc4ccccc4n3C(C)=C2C(=O)Nc2ccc(OC)cc2OC)cc1 (stereo not drawn),3.6
Cc1cccc(OCC(=O)Nc2ccccc2OCc2cc(=O)n3ccccc3n2)c1,2.1
O=C(Nc1ccc(Br)cc1)c1cccc2c1-c1ccccc1/C2=N/O,-2.5
CC(=O)N1c2ccc(S(=O)(=O)NCc3ccc(Cl)cc3)cc2CC1C (stereo not drawn),-0.1
CC(Cc1ccsc1)NC(=O)CCC1(Cc2ccc(Cl)cc2)CCC(=O)N1 (stereo not drawn),-2.1
COc1ccc(CN2CCOc3ccc(C(C)(O)COc4ccccc4)cc3C2)c(OC)c1 (stereo not drawn),-3.0
CCOc1ccccc1NC(=O)CSc1nc2ccc(NC(=O)CCc3ccccc3)cc2s1,-7.2
Cc1ccc(C)c(C(=O)COC(=O)c2cc3ccccc3cc2O)c1,-1.6
CCOc1ccc(N(CC)S(=O)(=O)N2CCCC(C(=O)Nc3ccc(OC)c(Cl)c3)C2)cc1 (stereo not drawn),2.8
COc1ccc(C2c3c(oc4ccccc4c3=O)C(=O)N2CCc2ccc(OC)c(OC)c2)cc1 (stereo not drawn),8.5
Cc1cn2c(=O)cc(COC(=O)c3ccccc3F)nc2s1,-7.1
CCOC(=O)c1c(CN2CCOCC2)n(C)c2ccc(O)cc12,11.6
CCCc1cc(=O)[nH]c(SCc2nc(-c3ccccc3)no2)n1,-7.4
Cc1ccc(NC(=O)CSc2nc3ccc(Br)cc3[nH]2)c(C)c1,-1.0
O=C(CSc1nc2ccccc2s1)NC1C(=O)N(Cc2ccccc2)c2ccccc21 (stereo not drawn),-2.7
O=C(CCc1nc2ccccc2[nH]c1=O)N/N=C/c1ccccc1,8.7
COc1ccc(-c2nc(CN(C)Cc3nnc(C)o3)c(C)o2)c(F)c1,0.2
CCN1CCN(CCNC(=O)Nc2ccc(Cl)cc2)CC1,6.7
O=C(Nc1ccc(F)cc1)c1ccc(N2CCOCC2)cc1,0.5
# (next part)
SMILES,ROC1-CUL1 inh
Cc1nc(N2CCOCC2)c2c(C(=O)N3CCN(c4ccc(Cl)cc4)CC3)c(C)oc2n1,6.9
Fc1ccc(/C=C/c2nnc(-c3ccccc3Cl)o2)cc1,11.1
Cc1cc(C)nc(SCc2nnc(SCC(=O)Nc3ccc(C)c(Cl)c3)n2C)n1,-6.3
CCNC(=O)c1cnc2sc(N3CCC(C)CC3)nn2c1=O,0.8
COC(=O)/C=C\CN1C(=O)c2ccccc2C1=O,9.7
O=C(c1cccc(Cl)c1)N1c2ncnn2C2(CCCCC2)[C@@H]2CCCC[C@@H]21,-8.1
Cc1ccc(/C=C/c2nc3ccccc3n2S(=O)(=O)c2cccc(Cl)c2)cc1,-1.5
CC1=CC(C)(C)NC(=S)N1c1ccc(Br)c(C)c1,7.6
O=C1N(Cc2ccccc2Cl)c2ccccc2C1(O)c1c[nH]c2ccccc12 (stereo not drawn),-8.9
Cc1ccc(C)c(NC(=O)c2c(C)noc2C)c1,1.0
CCc1ccc(CNC(=O)CSc2cc(=O)n(CC)c3ccccc23)cc1,-6.5
COc1ccc2c(c1)SCC(=O)N2C,-5.6
CCN(C(=O)Cn1c([N+](=O)[O-])cnc1C)c1ccccc1,-11.8
COC(=O)c1cccc(NC(=O)CSc2ccc(C)cc2)c1,-9.9
O=C(NCC1CCCO1)c1ccc(NC(=O)c2cc(F)c(F)cc2Cl)cc1 (stereo not drawn),-0.4
Cc1cccc(NC(=O)CSc2nc3ccc(C)cc3[nH]2)c1,-6.7
CCOc1ccc(NC(=O)CC2C(=O)N(c3cccc(OC)c3)C(=O)N2C2CCCCC2)cc1 (stereo not drawn),-1.8
Cc1cccc(C)c1N1C(=O)c2ccccc2C1=O,-1.6
Cc1ccc(S(=O)(=O)NC2CC(C)(C)NC(C)(C)C2)c(C)c1,3.7
COc1ccc(Cc2nnc(NC(=O)NCc3ccccn3)s2)cc1OC,-2.4
CCC(C(=O)Nc1ccc(C(=O)OC)cc1)n1c(=O)c(-c2ccccc2NC(C)=O)nc2ccccc21 (stereo not drawn),5.9
CC(C)(C)N1OCC(C#N)[C@H]1c1ccccc1 (stereo partly drawn),1.9
Cc1ccc(COc2ccc3oc(-c4ccccc4)c(C(=O)O)c3c2)cc1,5.2
COCCNCc1ccc(-c2cccc(-c3ccn[nH]3)c2)cc1,-1.0
CCOc1ccc(-c2cc3nc(C4CCN(C(=O)OC(C)(C)C)CC4)c(C(=O)Nc4c(C)cccc4C)cn3n2)cc1,-4.2
Cc1ccc(S(=O)(=O)N(C)c2ccc(OCC(=O)Nc3ccc(OC(F)(F)F)cc3)cc2)cc1,11.0
Cn1cc(Cl)c(C(=O)N(Cc2ccccc2)c2ccccn2)n1,-3.0
CCOC(=O)C1=C(C)N=c2s/c(=C\c3c(-c4ccccc4)[nH]c4ccccc34)c(=O)n2C1c1cccs1 (stereo not drawn),2.5
CN1C(=O)C(Cc2ccc(OCc3cccc(F)c3)c(Cl)c2)=NC1=S,0.4
CC1(C)NC(=O)N(CC(O)COc2ccc(N3C(=O)C4CC=CCC4C3=O)cc2)C1=O (stereo not drawn),14.4
COc1ccc(-c2noc(N3CCC(C(=O)N(C)c4cc(Cl)ccc4OC)CC3)n2)cc1,10.8
COC(COS(=O)(=O)c1ccc(C)cc1)c1ccccc1 (stereo not drawn),-7.9
Cc1ccc(OC(C)C(=O)N2CCN(CCc3ccncc3)CC2)cc1C (stereo not drawn),0.0
Cc1ccc(-n2nc(CO)c(C(=O)NCCCc3ccccc3)n2)cc1,1.1
COc1cc(OC)c(OC)cc1CN1CCc2nc(N3CCN(C)CC3)ncc2C1,-8.7
CCOCC(=O)Nc1nc2ccc(C)cc2s1,1.2
COc1ccc(NC(=O)c2oc3ccccc3c2NC(=O)Cc2cccs2)cc1,0.2
CC(C)NC(=O)N1CCC(N2CCN(Cc3ccc(F)cc3)C(=O)C2=O)CC1,1.3
CN(Cc1ccccc1)Cc1cc(C(=O)NCc2c(F)cccc2F)no1,2.2
COc1cc2c(cc1OC)Sc1ccc(Cl)cc1C(=O)C2,-1.2
O=C(NNC(=O)Nc1ccc(Cl)cc1)Nc1ccccc1,1.9
CC(C)c1ccccc1NC(=O)c1ccc(CN2CCCCC2)cc1,3.1
CCc1cc2c(=O)n(-c3ccccc3)c(SCc3nc4ccccc4[nH]3)nc2s1,-6.3
O=C(CCC1CCN(C(=O)CCOc2ccccc2)CC1)NCc1cccnc1,7.2
CN(C)Cc1ccccc1Cc1ccccc1Cl,5.1
COc1cc(C(CC(=O)Nc2cccc(C(C)=O)c2)N2Cc3ccccc3C2=O)cc(OC)c1OC (stereo not drawn),-6.1
CCCCC(=O)Nc1ccc(NCc2ccc(C)s2)cc1,3.6
Cc1ccc(-c2cnnc(N3CCCC(OCc4ccccn4)C3)n2)o1 (stereo not drawn),-6.4
Cc1ccccc1-c1nc(CN2CCC(C(=O)NC(C)C)CC2)c(C)o1,-6.2
CCCn1c(SCC(O)c2cccc(OC)c2)nc2ccccc21 (stereo not drawn),-4.1
CCOc1cc(/C=C2\C(=O)NN(c3ccccc3)C2=O)cc(Br)c1OCc1ccc(Cl)c(Cl)c1,11.8
CCOc1cccc(C2c3c(oc4cc(C)c(C)cc4c3=O)C(=O)N2c2nc(C)c(C)s2)c1 (stereo not drawn),-3.4
O=C1c2cc(Cl)sc2C2(CCCCC2)C1Br (stereo not drawn),-15.8
CC1=C(C(=O)NC2CCCN(C3CCCCCC3)C2)OCCO1 (stereo not drawn),-6.6
CCCOc1ccc(-c2cn3ccccc3n2)cc1,-5.3
O=C(CSc1nnc(Cc2ccccc2)o1)Nc1ccc(Br)cc1,3.5
CC1CN(C(=O)c2c(NC(=O)c3cccs3)sc3c2CCC(C(C)(C)C)C3)CC(C)O1 (stereo not drawn),2.8
CC1(C)N=C(N)N=C(N)N1NC(=O)c1cccc(Cl)c1,9.4
CC(=O)Oc1ccccc1C1OC(c2snnc2C)=NN1C(C)=O (stereo not drawn),-0.4
C/C=C/Cn1c(=O)c2c(nc3n2C(C)C(C)=NN3C(C)C)n(C)c1=O (stereo not drawn),14.8
CCOc1ccc(NS(=O)(=O)c2ccc(-c3cc(C)no3)s2)cc1,1.6

# Compound activity (PubChem BioAssay)
